F508del corr = CFTR F508del correction in bronchial cells. CFBE cells, YFP halide quenching; stimulated with forskolin plus potentiator P3; % fluorescence drop versus neutral controls. activity (quench increase), % at 7.58 µM. 350,000 tested, 0.36% active. AID 720511;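 active = mean added fluorescence quench of at least 8% versus neutral control, with both replicates also reaching 8%; inconclusive = only one of the mean or replicate conditions met; inactive = mean below 8% and not both replicates reaching 8%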;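 also: cells transiently co-express mutant CFTR-F508del with the halide-sensitive YFP; corrector assay measuring rescue of mutant channel to the surface after 24 h compound exposure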
INS-1E GSIS act = primary screen for activators of insulin secretion dependent on glucose, INS-1E cells, GLuc reporter luminescence; INS-1E GLuc reporter insulin secretion, 2-3 h; activation, % at 16.6 µM; 370,000 tested, 0.61% active;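 active = lowest replicate activation of at least 40%, so every replicate reaches that level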;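 also: 0% = median of neutral control wells and 100% = median of IBMX positive control wells; some compounds called inactive have numbers as strong as hits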
RAD52 anneal inh = blocks human RAD52 DNA annealing; P43351; recombinant RAD52 DNA annealing, FRET fluorescence; 360,000 tested, 0.46% active; inhibition, % at 18.7 µM; AID 651710;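 active = every replicate showing at least 50% inhibition; inconclusive = mean inhibition at least 50% but not in every replicate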
E-sel inducer = induces E-selectin expression in human endothelial cells | P16581 | HUVEC E-selectin immunofluorescence imaging; normalized: neutral wells 0, TNF-alpha wells 100 | activation, % at 7.58 µM | 260,000 tested, 0.37% active | AID 686992;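 active = mean E-selectin-positive cell signal at least 10% of the positive control, reached in at least 60% of replicates, without over 20% cell loss; inconclusive = no rule given, readout overlaps actives, possibly toxicity-flagged; inactive = the rest, including those meeting only one limit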;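 also: in these data hits start at about 27%; measured in HUVEC primary endothelial cells; signal is the percent of cells scored E-selectin positive by PE staining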
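material = human umbilical vein endothelial cells (HUVEC), E-selectin induction | quantity = 3,000 cells/well | medium = EGM-2 growth medium on 0.1% gelatin-coated wells | technique = immunofluorescence imaging | read-out basis = % PE-positive cells | control set = TNF-alpha positive control, DMSO neutral control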
CASP6 VEID inh = inhibitors of human caspase-6; purified caspase-6, Z-VEID-R110 cleavage fluorescence; inhibition, % at 12.5 µM; 350,000 tested, 0.53% active;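 active = mean inhibition across replicates at least about 35%, with every replicate also reaching that limit, limit read from the data; inconclusive = only one of the two criteria met; inactive = neither criterion met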;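 also: 0% = median of neutral control wells and 100% = no fluorescence left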
Target sequence (P55212 24-179 limits assumed): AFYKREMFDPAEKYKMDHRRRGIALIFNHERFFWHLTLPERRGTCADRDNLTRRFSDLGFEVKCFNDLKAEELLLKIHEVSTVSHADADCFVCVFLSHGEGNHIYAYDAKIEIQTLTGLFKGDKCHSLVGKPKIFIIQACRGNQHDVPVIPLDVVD
Target sequence (P55212 194-293 limits assumed): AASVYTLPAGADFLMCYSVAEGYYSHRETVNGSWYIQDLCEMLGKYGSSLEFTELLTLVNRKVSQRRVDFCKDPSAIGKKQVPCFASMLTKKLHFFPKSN
Xi reactivation = X-chromosome reactivation activator; XiGFP mouse fibroblasts, % GFP-positive cells imaging, 3 d; cells co-treated with 5-aza-dC sensitizer; scaled so ellipticine positive control = 100%; activation, % at 7.58 µM; 360,000 tested, 0.055% active; AID 743238;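 active = mean normalized replicate activation at least 10% and every replicate at or above 10%; inconclusive = only one of the two criteria met; inactive = mean below 10% and not all replicates reach 10%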;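 also: 0% = median of on-plate neutral control wells and 100% = ellipticine 6 µM median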
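Material: XiGFP fibroblasts, SV40-immortalized; Buffer or medium: DMEM containing 5-aza-dC; Compound dosing: single point; Times: 3 days compound exposure.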
DENV2 CPE rescue = DENV2-induced cell death inhibition; 350,000 tested, 1.7% active; AID 651640; CPE inhibition, % at 9.99 µM; DENV2-infected cells, cytopathic effect rescue, plate reader; in the data active = CPE inhibition above about 20%, passing the limit was not always enough; inconclusive = no clear call, values can overlap the other calls; tested in BHK-21 cells;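 also: 0% = median of neutral control wells and 100% = median of positive control wells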
RAD54 inh = inhibitors of human RAD54 branch migration. inhibition, % at 10.4 µM. 360,000 tested, 0.14% active. RAD54 Holliday junction branch migration, FAM/BHQ fluorescence. Q92698;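 active = mean normalized replicate activity at least 40 and at least half of replicates scoring 40 or more; inconclusive = only one of the two criteria met; inactive = mean below 40 and under half of replicates reaching 40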;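 also: 0% = median of neutral control wells and 100% = median of positive control wells; inhibitors cause a drop in the FAM fluorescence signal; in these data hits start at about 50%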
Target sequence (Q92698 whole entry, looked up): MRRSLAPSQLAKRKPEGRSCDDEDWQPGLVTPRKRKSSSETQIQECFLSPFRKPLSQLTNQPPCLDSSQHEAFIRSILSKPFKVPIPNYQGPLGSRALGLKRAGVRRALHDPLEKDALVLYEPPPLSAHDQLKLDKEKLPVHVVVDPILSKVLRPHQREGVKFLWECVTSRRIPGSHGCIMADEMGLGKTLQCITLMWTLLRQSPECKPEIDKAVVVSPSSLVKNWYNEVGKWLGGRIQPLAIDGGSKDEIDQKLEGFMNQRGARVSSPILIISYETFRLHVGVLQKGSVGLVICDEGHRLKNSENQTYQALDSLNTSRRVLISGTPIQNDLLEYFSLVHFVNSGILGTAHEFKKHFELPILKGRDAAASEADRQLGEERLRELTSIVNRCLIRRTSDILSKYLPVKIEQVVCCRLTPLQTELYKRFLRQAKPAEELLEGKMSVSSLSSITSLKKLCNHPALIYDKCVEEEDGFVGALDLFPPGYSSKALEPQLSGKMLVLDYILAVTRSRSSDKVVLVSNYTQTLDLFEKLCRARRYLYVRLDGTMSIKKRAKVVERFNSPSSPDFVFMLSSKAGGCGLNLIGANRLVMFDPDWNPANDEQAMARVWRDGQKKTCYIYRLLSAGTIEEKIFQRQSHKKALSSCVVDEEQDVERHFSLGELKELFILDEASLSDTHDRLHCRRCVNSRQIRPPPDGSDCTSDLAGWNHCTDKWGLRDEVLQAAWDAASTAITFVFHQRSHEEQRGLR
* = called active by the depositor.

C[C@@H]1CN([C@H](C)CO)C(=O)c2cccc(NC(=O)c3nc4ccccc4s3)c2O[C@@H]1CN(C)C was read as F508del corr 1.2, INS-1E GSIS act -16, RAD52 anneal inh 10, E-sel inducer 3.8, CASP6 VEID inh 1, Xi reactivation -0.8, DENV2 CPE rescue 10 and RAD54 inh 2.
CC(Oc1ccc(Cl)cc1)C(=O)NCC1CCCO1 (centres undefined) was read as F508del corr -1.9, INS-1E GSIS act -1, RAD52 anneal inh -4, CASP6 VEID inh -3, Xi reactivation 0.4, DENV2 CPE rescue 8 and RAD54 inh -1.
Fc1ccc(-c2nc3c(Cl)cc(C(F)(F)F)cn3c2Cc2ccccc2)cc1 was read as F508del corr 0.4, INS-1E GSIS act -11, RAD52 anneal inh -8, E-sel inducer 0.1, CASP6 VEID inh 1, Xi reactivation 0.0, DENV2 CPE rescue 4 and RAD54 inh -7.
COc1cccc(Cn2cc(N)cn2)c1 was read as F508del corr -1.7, INS-1E GSIS act -14, RAD52 anneal inh 4, CASP6 VEID inh 6, Xi reactivation 0.0 and DENV2 CPE rescue -1.
Screening O=C(CSc1ncnc2c1cnn2-c1cccc(Cl)c1)NCC1CCCO1 (centres undefined) returned F508del corr 1.5, INS-1E GSIS act 25, RAD52 anneal inh -60, E-sel inducer -0.3, CASP6 VEID inh 3, Xi reactivation 0.1, DENV2 CPE rescue 2 and RAD54 inh -5.
OCC1(Cc2ccccc2)CCCN(Cc2c[nH]c3ccccc23)C1 (centres undefined) was read as F508del corr 2.0, INS-1E GSIS act -12, RAD52 anneal inh -1, CASP6 VEID inh -2, Xi reactivation 0.1 and DENV2 CPE rescue -1.
`c1ccc(-c2ccccc2OCc2nnc3n2CCC3)cc1` gave F508del corr -0.2, INS-1E GSIS act 16, RAD52 anneal inh 3, CASP6 VEID inh -2, Xi reactivation 0.2 and DENV2 CPE rescue 0.
COC(=O)c1ccc(Nc2cc(C)nc3ccccc23)cc1 was read as F508del corr -2.1, INS-1E GSIS act 8, RAD52 anneal inh 5, E-sel inducer 0.0, CASP6 VEID inh 0, Xi reactivation 0.0, DENV2 CPE rescue inconclusive and RAD54 inh 11.
CC1CN(S(=O)(=O)c2cccc(C(=O)OCC(=O)N3CCCCCC3)c2)CC(C)O1 (centres undefined) was read as F508del corr -1.0, INS-1E GSIS act 0, RAD52 anneal inh -4, E-sel inducer -0.2, CASP6 VEID inh -1, Xi reactivation 0.3, DENV2 CPE rescue 1 and RAD54 inh 3.
CC(C)N1C(=O)CSC1c1ccc(Br)cc1 (centres undefined) was read as INS-1E GSIS act 11, RAD52 anneal inh -4, E-sel inducer 0.5, CASP6 VEID inh 0, Xi reactivation 0.0 and DENV2 CPE rescue 7.
Screening CO[C@H]1CN(C)C(=O)c2cc(NC(=O)C3CC3)ccc2OC[C@H](C)N(Cc2ccc(F)cc2)C[C@@H]1C returned F508del corr -0.9, INS-1E GSIS act 3, RAD52 anneal inh -5, E-sel inducer -0.1, CASP6 VEID inh 2, Xi reactivation -0.1, DENV2 CPE rescue 9 and RAD54 inh 7.
`Fc1ccc(-n2nnc(-c3nccs3)n2)cc1` gave F508del corr -4.3, INS-1E GSIS act -7, RAD52 anneal inh -8, E-sel inducer -0.1, CASP6 VEID inh 3, Xi reactivation 0.2, DENV2 CPE rescue inconclusive and RAD54 inh 3.
Screening CC(NC(=O)C(c1ccccc1)c1ccccc1)C(=O)N1CCCCC1 (centres undefined) returned F508del corr -4.5, INS-1E GSIS act 5, RAD52 anneal inh -5, CASP6 VEID inh 2, Xi reactivation -0.1 and DENV2 CPE rescue -2.
For C[C@@H]1CN([C@H](C)CO)C(=O)c2cc(NC(=O)c3ccccc3)ccc2O[C@@H](C)CCCCO[C@@H]1CN(C)S(=O)(=O)c1ccc(Cl)cc1 the results were F508del corr -3.8, INS-1E GSIS act 8, RAD52 anneal inh -50, E-sel inducer 0.7, CASP6 VEID inh -2, Xi reactivation 0.2, DENV2 CPE rescue 10 and RAD54 inh -9.
For CC(C)(C)OC(=O)NC1CONC1=O (centres undefined) the results were F508del corr 1.4, INS-1E GSIS act -1, RAD52 anneal inh -3, E-sel inducer -0.2, CASP6 VEID inh -2, Xi reactivation -0.1, DENV2 CPE rescue 1 and RAD54 inh 4.
CN(CC(=O)Nc1cccc(F)c1)C(=O)c1ccccc1-n1cnnn1 was read as F508del corr 4.3, INS-1E GSIS act 0, RAD52 anneal inh -4, E-sel inducer -1.4, CASP6 VEID inh -74, Xi reactivation -0.1 and DENV2 CPE rescue 3.
O=S(=O)(c1ccc(Br)cc1)N1CCCN(Cc2cccc(F)c2)CC1 was read as INS-1E GSIS act -22, E-sel inducer -0.1, Xi reactivation -0.1 and RAD54 inh 0.
Cc1cc(C)c(S(=O)(=O)N2CCOC2CNC(=O)C(=O)NCCc2ccc(S(N)(=O)=O)cc2)c(C)c1 (centres undefined) was read as F508del corr 0.7, INS-1E GSIS act -4, RAD52 anneal inh -31, E-sel inducer 0.9, CASP6 VEID inh 1, Xi reactivation 1.6, DENV2 CPE rescue 8 and RAD54 inh 5.
COc1ccc2c(c1OC)C(=O)N1C2SC[C@H]1C(=O)NC1CCCCC1 (some centres undefined) was read as F508del corr 1.8, INS-1E GSIS act 4, RAD52 anneal inh -18, CASP6 VEID inh -3, DENV2 CPE rescue -3 and RAD54 inh 3.
For CN(C)C(=O)c1ccc(-c2ccc([C@@H]3[C@H](C#N)N(C(=O)C4CCCC4)[C@H]3CO)cc2)cc1 the results were F508del corr 1.1, INS-1E GSIS act 12, RAD52 anneal inh -41, E-sel inducer -0.3, CASP6 VEID inh -15, Xi reactivation 0.1, DENV2 CPE rescue -5 and RAD54 inh 1.
Cc1cc(NC(=O)C(Cl)Cl)cc2c1OCO2 was read as F508del corr 1.4, INS-1E GSIS act 0, RAD52 anneal inh -17, E-sel inducer -0.1, CASP6 VEID inh -3, Xi reactivation 0.2, DENV2 CPE rescue 3 and RAD54 inh 1.
Screening O=C(C[C@@H]1C[C@H]2c3cc(NS(=O)(=O)c4ccc(F)cc4)ccc3O[C@H]2[C@@H](CO)O1)NCc1ccccc1 returned F508del corr 0.8, INS-1E GSIS act -9, RAD52 anneal inh 10, E-sel inducer -0.3, CASP6 VEID inh -2, Xi reactivation 0.5, DENV2 CPE rescue -4 and RAD54 inh 3.
Screening Cc1c(C(=O)Nc2nc3ccccc3[nH]2)oc2ccccc12 returned F508del corr 7.6, INS-1E GSIS act 18, RAD52 anneal inh -17, CASP6 VEID inh 2 and Xi reactivation -0.1.
Screening CCCC#Cc1cnc2c(c1)C(=O)N([C@@H](C)CO)C[C@H](C)[C@H](CN(C)S(=O)(=O)c1ccccc1)O2 returned F508del corr 3.2, INS-1E GSIS act -9, RAD52 anneal inh 7, E-sel inducer -0.1, CASP6 VEID inh 3, Xi reactivation 0.3, DENV2 CPE rescue -10 and RAD54 inh 3.
Screening CCCCn1c(SCC(=O)Nc2cc(C(F)(F)F)ccc2Cl)nnc1C(CC)N(C)C (centres undefined) returned RAD52 anneal inh -5, E-sel inducer 4.7, CASP6 VEID inh 0, Xi reactivation 0.0, DENV2 CPE rescue -10 and RAD54 inh -13.
C[C@H](CO)N1C[C@H](C)[C@@H](CN(C)S(C)(=O)=O)Oc2ncc(C#Cc3cccnc3)cc2C1=O was read as F508del corr 0.6, INS-1E GSIS act -1, RAD52 anneal inh 0, E-sel inducer -0.2, CASP6 VEID inh 0, Xi reactivation 2.1, DENV2 CPE rescue -1 and RAD54 inh -6.
For CCOc1ccc(S(=O)(=O)N(CC)CC)cc1N the results were F508del corr -3.7, INS-1E GSIS act 11, RAD52 anneal inh -4, E-sel inducer 1.5, CASP6 VEID inh -3, Xi reactivation 0.0 and DENV2 CPE rescue 4.
`O=C(Nc1ccccc1F)N[C@H]1CC[C@@H](CCNS(=O)(=O)c2ccc(Cl)cc2)O[C@@H]1CO` gave F508del corr -2.3, INS-1E GSIS act -6, RAD52 anneal inh 6, E-sel inducer 0.6, CASP6 VEID inh -1, Xi reactivation -0.5, DENV2 CPE rescue 2 and RAD54 inh -5.
Screening C[C@@H]1CN([C@@H](C)CO)S(=O)(=O)c2ccc(-c3ccccc3)cc2O[C@H]1CN(C)Cc1ccccn1 returned F508del corr 0.9, INS-1E GSIS act -21, RAD52 anneal inh 8, E-sel inducer -0.2, CASP6 VEID inh 2, Xi reactivation -0.7, DENV2 CPE rescue 2 and RAD54 inh 3.
For COCC(=O)Nc1ccc2c(c1)C(=O)N(C)C[C@H](OC)[C@H](C)CN[C@H](C)CO2 the results were F508del corr -1.0, INS-1E GSIS act 3, E-sel inducer 0.3, Xi reactivation -0.1 and RAD54 inh 14.
For CO[C@H]1CN(C)C(=O)c2ccc(NC(=O)CC(F)(F)F)cc2OC[C@H](C)N(C(=O)c2ccccc2F)C[C@H]1C the results were F508del corr 0.1, INS-1E GSIS act 6, RAD52 anneal inh -62, E-sel inducer -0.2, CASP6 VEID inh 0, Xi reactivation 0.2 and DENV2 CPE rescue 8.
For Cc1ccc(N(CCC#N)C(=O)CCl)cc1C the results were F508del corr 1.0, INS-1E GSIS act 1, RAD52 anneal inh -3, CASP6 VEID inh 17, Xi reactivation 0.1, DENV2 CPE rescue -13 and RAD54 inh -4.
`CC(C)(C)C(CN1CCCC1)OC(=O)c1ccccc1` (centres undefined) gave F508del corr 1.3, INS-1E GSIS act 11, RAD52 anneal inh 0, E-sel inducer 0.0, CASP6 VEID inh 2, Xi reactivation 0.0, DENV2 CPE rescue -3 and RAD54 inh 2.
CCCNC(=O)c1ccc(N2CCC3(CC2)CC(c2ccccc2)=NO3)c(NC(=O)c2ccccc2)c1 was read as F508del corr 2.0, INS-1E GSIS act -27, E-sel inducer 0.8, Xi reactivation 0.0 and RAD54 inh 3.
For CC(=O)Nc1cccc(-c2csc(Nc3cccc(C)n3)n2)c1 the results were F508del corr -0.4, INS-1E GSIS act -3, RAD52 anneal inh -8, CASP6 VEID inh 0, DENV2 CPE rescue 19 and RAD54 inh 6.
O=C(Cn1cnc2c(OCc3ccccc3)ncnc21)NCc1nc2ccccc2[nH]1 was read as F508del corr -5.5, INS-1E GSIS act 24, RAD52 anneal inh -16, E-sel inducer -1.3, CASP6 VEID inh -3, Xi reactivation 0.0, DENV2 CPE rescue -8 and RAD54 inh 3.
Screening C/C(=N\NC(N)=S)c1ccc(-n2ccnc2)cc1 returned F508del corr 2.4, INS-1E GSIS act 51, RAD52 anneal inh -13, E-sel inducer -0.1, CASP6 VEID inh -2, Xi reactivation 0.1, DENV2 CPE rescue 2 and RAD54 inh 10.
`O=C(C[C@H]1CC[C@H]2[C@@H](COC[C@H](O)CN2Cc2ccccc2F)O1)N[C@H]1CCN(Cc2ccccc2)C1` gave F508del corr 0.8, RAD52 anneal inh -27, CASP6 VEID inh 2, DENV2 CPE rescue -1 and RAD54 inh -2.

Assay outcomes: PubChem, Broad Institute
